Epigenetic derep: Quantitative High-Throughput Screen for Regulators of Epigenetic Control; Potency, µM (series often up to 53.9 µM), for the others: top-dose GFP activation, hits mostly activators; murine LDR cells, GFP reporter derepression, 30 h; 280,000 tested, 0.2% active; note: potency is the fitted concentration of half-maximal effect; % of control where 0% means no effect; nearly all actives have a fitted effect of over 60% in size
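Murine LDR cells carrying a silenced, genomically integrated CMV-driven GFP reporter were exposed to compound for 30 hours at 37 C. After PBS washes, GFP-positive cells (20–120 um objects) were counted by laser-scanning microplate cytometry.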
NPSR antag: qHTS Assay for Antagonists of the Neuropeptide S Receptor: cAMP Signal Transduction; Potency, µM (titrated, usually from 38.3 µM), inactives show top-dose activity change, negative = inhibition, hits mostly inhibitors; Q6W5P4; CHO-NPSR cells, cAMP TR-FRET, antagonist mode; AID 1461, 2008; 220,000 tested, 1% active; note: potency is the fitted concentration of half-maximal effect; % is set by controls: 0 for no effect and ±100 for the full control effect; nearly all actives have a fitted effect of over 50% in size; many of its hits are not listed in these tables
Target sequence (Q6W5P4 whole entry, looked up): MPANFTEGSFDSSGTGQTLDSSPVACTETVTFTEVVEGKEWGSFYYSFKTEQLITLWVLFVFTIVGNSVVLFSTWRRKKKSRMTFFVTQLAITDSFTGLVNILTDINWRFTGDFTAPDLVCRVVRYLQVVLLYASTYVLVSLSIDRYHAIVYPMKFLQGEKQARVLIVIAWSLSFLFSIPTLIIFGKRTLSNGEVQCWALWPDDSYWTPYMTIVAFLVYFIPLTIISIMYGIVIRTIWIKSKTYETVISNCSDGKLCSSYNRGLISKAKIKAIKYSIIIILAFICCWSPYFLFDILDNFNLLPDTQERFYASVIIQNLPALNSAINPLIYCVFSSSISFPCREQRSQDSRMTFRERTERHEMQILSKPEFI
GLA spleen mod: qHTS Assay for Inhibitors and Activators of Human alpha-Galactosidase From Spleen Homogenate | Alpha-galactosidase A (Homo sapiens), P06280 | human spleen homogenate, 4MU-alpha-Gal fluorescence, 40 min | Potency, µM (top dose mostly 80 µM), without a hit: at the top dose activity change, negative = inhibition, most hits filed as inhibitors | 240,000 tested, 0.008% active;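 note: potency is the fitted concentration of half-maximal effect; 0% = enzyme with vehicle and -100% = no enzyme basal signal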
Target sequence (P06280 32-429 limits assumed): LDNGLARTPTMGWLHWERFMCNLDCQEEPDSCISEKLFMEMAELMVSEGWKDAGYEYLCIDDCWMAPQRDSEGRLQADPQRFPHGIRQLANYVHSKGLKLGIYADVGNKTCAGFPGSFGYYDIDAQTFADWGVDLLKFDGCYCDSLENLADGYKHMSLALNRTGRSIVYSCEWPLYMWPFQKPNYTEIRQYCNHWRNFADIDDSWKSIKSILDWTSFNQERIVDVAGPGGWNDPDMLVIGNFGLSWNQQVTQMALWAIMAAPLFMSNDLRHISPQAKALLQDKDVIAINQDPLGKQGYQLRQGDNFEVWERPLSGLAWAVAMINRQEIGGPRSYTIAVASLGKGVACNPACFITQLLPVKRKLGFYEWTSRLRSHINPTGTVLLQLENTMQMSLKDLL
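Inhibition or activation of alpha-galactosidase in human spleen homogenate is scored by 4-MU fluorescence after 40 min at 37C, pH 5.0, with 1 mM substrate. AC50s come from concentration-response fitted to the Hill equation.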
Tau FP inhib: qHTS for Inhibitors of Tau Fibril Formation, Fluorescence Polarization; Microtubule-associated protein tau (Homo sapiens), P10636; K18 P301L tau heparin fibrillization, Alexa594 FP, 6 h; 280,000 tested, 0.39% active; Potency, µM (highest dose often 57.7 µM), inactives show at the highest dose activity, negative = inhibition, actives largely listed as inhibitors; AID 1468, 2008; note: potency is the fitted concentration of half-maximal effect; % is set by controls: 0 for no effect and ±100 for the full control effect; nearly all actives have a fitted effect of over 55% in size
Target sequence (P10636 561-689 P618L limits assumed): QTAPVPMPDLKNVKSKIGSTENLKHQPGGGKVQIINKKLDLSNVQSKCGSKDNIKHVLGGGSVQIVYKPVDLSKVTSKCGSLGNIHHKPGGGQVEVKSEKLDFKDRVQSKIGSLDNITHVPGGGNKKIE
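K18 P301L tau (15 uM unlabeled/0.24 uM Alexa 594-labeled, final) + compound + heparin 20 uM final; 100 mM NaOAc pH 7; 6 hr 37 C; ThT 30 uM final added, 1 hr RT; FP ex 555/em 632 nm.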
TexasRed fluor: Total Fluorescence Counterscreen for Inhibitors of the Interaction of Thyroid Hormone Receptor and Steroid Receptor Coregulator 2. AID 1479, 2009. TRb/SRC2 Texas Red total fluorescence interference. 280,000 tested, 0.29% active. Potency, µM (top dose mostly 106 µM), without a hit: at the highest dose fluorescence change, negative = quenching; active = well fitted curve in either direction with a large enough effect; inconclusive = small, poorly fitted or top-dose-only effect; note: potency is the fitted concentration of half-maximal effect; % is set by controls: 0 for no effect and ±100 for the full control effect
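Flags fluorescent or light-absorbing compounds by total fluorescence, S + 2P, at 555 nm excitation and 632 nm emission. Mixture: 20 nM Texas Red SRC2 peptide, 0.6 uM human TRb LBD, 1 uM T3, 5% DMSO; compound exposure 5 h at ambient temperature.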
Tau fluor counter: Counterscreen qHTS for Inhibitors of Tau Fibril Formation, Fluorescence Polarization; 280,000 tested, 0.93% active; Potency, µM (series often up to 57.7 µM), for the others: at the highest dose activity change, negative = decrease; tau K18 P301L (four-repeat tau fragment) Alexa594 fluorescence, heparin fibrillization; note: potency is the fitted concentration of half-maximal effect; % is set by controls: 0 for no effect and ±100 for the full control effect; nearly all actives have a fitted effect of over 55% in size
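Human K18 P301L tau (15 uM unlabeled plus 0.24 uM Alexa 594-labeled, final) in 100 mM sodium acetate pH 7 was mixed with compound and 20 uM heparin and incubated 6 hr at 37 C.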
CBFb-RUNX1 inh: qHTS Assay for Compounds Blocking the Interaction Between CBF-beta and RUNX1 for the Treatment of Acute Myeloid Leukemia | Runt-related transcription factor 1 (Homo sapiens) + Core-binding factor subunit beta … | AlphaScreen CBFb-His/RUNX1-biotin binding, biochemical | Potency, µM (highest dose often 59.8 µM), without a hit: top-dose activity, negative = inhibition, actives largely listed as inhibitors | 230,000 tested, under 10 active; note: % of control where 0% means no effect
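Read-out: AlphaScreen. Format: His-CBF-beta with biotinylated RUNX1 (30 nM each) preincubated 20 min, compound 15 min, Ni-chelate plus streptavidin beads 90 min; room temperature throughout.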
TRb-SRC2 inh: qHTS for Inhibitors of the Interaction of Thyroid Hormone Receptor and Steroid Receptor Coregulator 2. Thyroid hormone receptor beta (Homo sapiens), P10828. TRbeta-SRC2 peptide binding, fluorescence polarization; receptor liganded with 1 µM T3. Potency, µM (titrated, usually from 106 µM), inactives show top-dose activity change, negative = inhibition, most hits filed as inhibitors. 280,000 tested, 0.065% active. AID 1469, 2008;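 note: potency is the fitted concentration of half-maximal effect; plate controls were bound peptide for no effect and peptide without receptor for full effect; nearly all actives have a fitted effect of over 50% in size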
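TRb LBD 0.6 uM + Texas Red SRC2 peptide 20 nM, 1 uM T3, Tris buffer w/ 5% DMSO; compound pinned, 5 h RT; FP read ex 555/em 632; normalized to unbound and bound controls.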
* = called active by the depositor; u = inconclusive; x = not tested or not shown; & = joins results of further samples; [ ] = another dose, or the depositor's remark. Unless noted, calls come from the whole dose curve; as a rule, active = well fitted curve in the direction sought with a large enough effect; inconclusive = small, poorly fitted or top-dose-only effect, or another doubt; inactive = no such curve, though single readings can be large; an effect the other way counts as inactive or inconclusive. An excerpt (hit frequency here may not be typical).

SMILES | Epigenetic derep | NPSR antag | GLA spleen mod | Tau FP inhib | TexasRed fluor | Tau fluor counter | CBFb-RUNX1 inh | TRb-SRC2 inh
CCn1nc(C)cc1Nc1ccccc1 | -0.7% | 2%[46.1 µM] | 3% | 0% | 0% | -7% | 1% | -1%
Cc1cccc(OCCOCCN2CCNCC2)c1C | 0.1% | 5% | -3% | -2% | -4% | -2% | 4% | -3%
Cc1ccc(SCCNC(=O)C(CO)(CO)CO)cc1 | 4.0% | -3%[46.1 µM] | -1% | -4% | 1% | 3% | 5% | 12%
Cc1ccccc1S(=O)c1ccccc1C(=O)O (stereo not given) | 3.0% | -27% | 8% | -4% | 0% | -6% | 6% | -7%
Clc1c(CSc2nc3ccccc3o2)nc2sccn12 | 0.0% | -13%[46.1 µM] | -15% | -2% | -4% | -19% | 0% | -1%
CCOC(=O)c1ccc(NC(=O)CSCCC(=O)O)cc1 | -2.7% | 11% | -2% | -1% | -1% | 2% | -1% | -3%
Cc1ccsc1/C=N/NC(=O)CNC(=O)c1cccc([N+](=O)[O-])c1C | -5.1% | 2% | 0% | 6% | -3% | 0% | 7% | 12%
COC1(OC)N=C(NC(=O)Nc2ccccc2)C2(C#N)C(c3ccccc3)C12C#N (stereo not given) | -1.2% | -4%[46.1 µM] | -14% | u | 2% | -25% | -1% | -2%
Nc1ccccc1Nc1cc(-c2ccccc2)[nH]n1 | 0.0% | -13% | 9% | 8% | 0% | u | -22% | 8%
CC(C)(CO)Nc1nc(Cl)nc(NC2CCCCC2)n1 | -1.0% | -5% | 8% | -7%[11.6 µM] | 0% | -4%[11.6 µM] | 17% | -9%
CCOc1ccc(C(Nc2ccc(C)cc2)P2(=O)OCCC(C)O2)cc1 (stereo not given) | -3.0% | -5%[46.1 µM] | 5% | 6% | 2% | -10% | 0% | 3%
COc1ccc(OCC(=O)N2CCN(C(=O)COc3ccc(Br)cc3)CC2)cc1 | -6.3% | 12%[46.1 µM] | 8% | 0% | 0% | -8% | 11% | -6%
Cc1ccc(N2C(N)=C(C#N)C(c3cccs3)C3=C2CC(C)(C)CC3=O)cc1 (stereo not given) | -2.8% | -25%[46.1 µM] | 0% | -18% | 0% | -25% | -2% | 3%
COC(=O)c1ccc(C2C(C(C)=O)=C(C)Nc3ncnn32)cc1 (stereo not given) | 1.7% | 0%[46.1 µM] | -6% | 6% | 3% | 5% | 5% | 7%
CCSc1nc2n(n1)C(c1cccc(F)c1)C1=C(CCCC1=O)N2 (stereo not given) | -9.7% | -17%[46.1 µM] | 9% | 1% | 0% | 4% | 6% | -11%
Cc1cc2oc(=O)cc(CN3CCN(Cc4ccccc4)CC3)c2cc1Cl | -1.1% | -17%[46.1 µM] | 6% | 4% | 0% | -8% | 1% | -20%
O=C(c1ccccc1)N1CCN(C(=O)c2ccc3c(c2)OCCO3)CC1 | -0.6% | 11% | 2% | 4% | -7% | -1% | -5% | 1%
CCOC(=O)c1nnc(-c2ccccc2)o1 | 0.9% | -16%[46.1 µM] | -3% | -5% | 0% | 2% | 10% | -1%
CCn1ncc(N(C)N)c(Cl)c1=O | 1.1% | 10% | 1% | -4% | -3% | -6% | 6% | 1%
C/C=C/C(=O)[C@@H](C)[C@@H](/C=C/C[Si](C)(C)C)c1ccccc1 | x | x | -21% | x | -1% | x | -6% | -2%
O=c1[nH]cn[nH]1 | -0.8% | -29% | 2% | 11% | 0% | 2% | 15% | -8%
CCO[C@@H]1OC(C(=O)Nc2ccccc2)=C[C@H](c2ccccc2)[C@H]1CCCO | 0.0% | 16% | -2% | 10% | -2% | -14% | 13% | -5%
Cc1ccc(S(=O)(=O)N2CCN(C)CC2)c(C)c1 | 0.1% | 7%[46.1 µM] | 7% | -4% | -3% | -9% | 1% | -4%
COCCN1C(=O)N[C@@H](c2ccc(Br)cc2)C(C(=O)OC)=C1C | 2.3%&0.1% | -29% | 1%&-8% | 7%&0% | 0%&-4% | -4%&-5% | -13%&14% | 4%&-10%
O=C(OCCN=C1NS(=O)(=O)c2ccccc21)c1ccccc1 | 0.0% | -20%[46.1 µM] | 1% | -2% | 1% | -3% | 0% | 3%
CCCc1cnc(NCCNCC(O)COc2ccc(Cl)c(Cl)c2)nc1 (stereo not given) | 15% | u | 5% | 2% | 0% | -8% | 5% | 3%
COCc1cc(=O)n2c([nH]c3ccccc32)c1C#N | 2.3% | -8%[46.1 µM] | u | 2% | -1% | -8% | 3% | -7%
CCOCC(=O)OCC(=O)Nc1cc(OC)c([N+](=O)[O-])cc1C | -2.2% | 6% | 10% | -3% | 0% | -1% | -6% | 1%
O=C(CCn1cnc2ccccc2c1=O)NCc1ccccc1 | -1.0% | x | x | 10% | u | -1% | x | -1%
Cc1nc2c(=O)n(-c3cccc(C(F)(F)F)c3)nc(C)c2s1 | 0.3% | -11% | 5% | -1% | -5% | -12% | 18% | -1%
Cc1cccc(N(CC(=O)NC2CCCCC2)C(=O)CCC(=O)Nc2ccccn2)c1 | 0.7% | u | 1% | -3% | -1% | -3% | -3% | 3%
COC(=O)c1ccc(COc2ccc3c4c(c(=O)oc3c2)CCC4)o1 | 0.0% | -10%[46.1 µM] | 13% | -3% | -2% | -7% | 0% | -11%
COc1cc(C2C(=O)N(C3CCC(C)CC3)CC(=O)N2CCc2ccc(Cl)cc2)ccc1OC(C)C (stereo not given) | 0.0% | x | x | 1% | 0% | -13% | x | -2%
O=C(c1ccco1)N1CCN(c2ncnc3scc(-c4ccccc4)c23)CC1 | 4.2% | -24%[46.1 µM] | 7% | 3% | -1% | 1% | -20% | -21%
CC(C)(C)NC(=O)NC(=O)COC(=O)c1cccc(NS(=O)(=O)c2ccc(F)c(F)c2)c1 | 0.0% | -19% | -2% | 2% | 3% | -23% | -4% | -2%
CCc1cccc(C)c1NC(=O)CN1CCN(Cc2ccccc2Cl)S1(=O)=O | 4.7% | x | x | 1% | 0% | 1% | x | 0%
Cc1cc(C(=O)NCCN2C(=O)S/C(=C\c3cccs3)C2=O)ccc1[N+](=O)[O-] | 0.2% | -2% | 4% | -13% | -1% | -26% | 3% | -1%
Cc1ccccc1NC(=O)c1sc(Cl)nc1C | 0.0% | 7% | 10% | -7% | -7% | 2% | 6% | -4%
COc1cccc(-c2ccc(=O)n(CC(=O)Nc3ccc(S(=O)(=O)NCC(C)C)cc3)n2)c1 | 5.3% | 27% | 6% | u | 4% | u | 4% | 6%
NC(=O)C1(NC(=O)[C@@H]2CC3(CC(c4cccc(NC(=O)[C@@H]5CCC(=O)N5)c4)=NO3)CN2C(=O)Cc2ccc(Cl)cc2)CC1 (stereo not given in full) | -1.9% | -10%[46.1 µM] | -8% | 9% | 2% | 0% | 0% | -8%
CC(=O)Nc1ccc(N=Cc2ccc(OCc3ccccc3)cc2)cc1 | 0.0% | 16% | 0% | -7% | 0% | -6% | 5% | -3%
N#C/C(=C\c1ccc(O)c(O)c1)C(=O)N1CCCC1 | 1.1% | -2% | -19% | -5% | -8% | -12% | -2% | -8%
COCC(=O)Nc1ccccc1Br | 0.0% | 13% | -12% | -3% | -2% | -1% | 4% | 1%
O=C(OCCNc1ccc(C(F)(F)F)cc1[N+](=O)[O-])c1cc2ccccc2oc1=O | -0.3% | 1%[7.67 µM] | -2% | -10% | -3% | -9% | 5% | -6%
COc1ccccc1Nc1nc(-c2cccs2)cs1 | 0.7% | 2%[46.1 µM] | -8% | 1% | -4% | u | -20% | -5%
CC(=O)c1ccc(N2CCN(C(=O)CN(C)S(=O)(=O)c3cnc[nH]3)CC2)cc1 | -1.3% | 17% | 2% | 2% | 3% | 2% | 2% | 5%
O=C(NCc1ccccc1)C1=C[C@H](c2ccc(Br)cc2)C[C@H](OCc2ccc(CO)cc2)O1 | -1.5% | 52% | -6% | -7% | -2% | -18% | 5% | 2%
Cc1sc(-n2cccc2)c(C(=O)O)c1C | 0.2% | -18%[46.1 µM] | -3% | 3% | 2% | -1% | -7% | -8%
COC(=O)c1[nH]c2ccc(C)cc2c1NC(=O)CCN1CCN(Cc2ccc3c(c2)OCO3)CC1 | 0.8% | -1%[46.1 µM] | 1% | 1% | -7% | 3% | -4% | -7%
CS(=O)(=O)Nc1ccc(C(=O)NCc2ccc3c(c2)OCO3)cc1 | -0.9% | -2%[46.1 µM] | -3% | 6% | -3% | 5% | -1% | -3%
Oc1ccc(-c2nc3ccccc3s2)c(O)c1 | 0.1% | u | 19% | -13% | -1% | u | 13% | 8%
CCOCCCNC(=O)c1[nH]c2cc(C)ccc2c1Sc1ccc(Cl)cc1 | -2.7% | x | x | 14% | -2% | u | x | 4%
Cc1ccc(NC(=O)CSc2nnc(COc3ccc(Cl)cc3)o2)c(C)c1 | 0.2% | x | x | -2% | 0% | -3% | x | -1%

An excerpt of these results, with two lines to a compound:
Below each SMILES: Epigenetic derep | NPSR antag | GLA spleen mod | Tau FP inhib | TexasRed fluor | Tau fluor counter | CBFb-RUNX1 inh | TRb-SRC2 inh
> COC(=O)c1[nH]c2ccc(C)cc2c1NC(=O)CCN1CCN(Cc2ccc3c(c2)OCO3)CC1
    0.8% | -1%[46.1 µM] | 1% | 1% | -7% | 3% | -4% | -7%
> CS(=O)(=O)Nc1ccc(C(=O)NCc2ccc3c(c2)OCO3)cc1
    -0.9% | -2%[46.1 µM] | -3% | 6% | -3% | 5% | -1% | -3%
> Oc1ccc(-c2nc3ccccc3s2)c(O)c1
    0.1% | u | 19% | -13% | -1% | u | 13% | 8%
> CCOCCCNC(=O)c1[nH]c2cc(C)ccc2c1Sc1ccc(Cl)cc1
    -2.7% | x | x | 14% | -2% | u | x | 4%
